Screening data as filed in PubChem.
POLB inh – qHTS Assay for Inhibitors of DNA Polymerase Beta; 340,000 tested, 1.3% active; Pol beta primer extension/strand displacement, fluorescence kinetic; Potency, µM (doses to about 114 µM), for the others: at the top dose activity change, negative = inhibition, hits mostly inhibitors; note: potency is the fitted concentration of half-maximal effect; % is set by controls: 0 for no effect and ±100 for the full control effect
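Enzyme-only controls used 10 nM Pol beta; buffer lacking enzyme served as negative control. Compound preincubated 15 min, then 50 nM substrate added; 0 and 10 min reads at room temperature.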
Pol kappa inh – qHTS for Inhibitors of Polymerase Kappa | DNA polymerase kappa (Homo sapiens), Q9UBT6 | purified Pol kappa, fluorescent DNA synthesis assay, 10 min | Potency, µM (doses to about 107 µM), for the others: top-dose activity, negative = inhibition, most hits filed as inhibitors | 400,000 tested, 0.53% active | AID 588579, 2011; note: potency is the fitted concentration of half-maximal effect; % is set by controls: 0 for no effect and ±100 for the full control effect
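Kinetic fluorescence screen: compound preincubated 15 min RT with 10 nM enzyme; 50 nM substrate (final) initiates; reads at 0/10 min.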
APEX1 inh – qHTS Assay for Inhibitors of the Human Apurinic/apyrimidinic Endonuclease 1 (APE1). 350,000 tested, 0.35% active. DNA repair nuclease/redox regulator APEX1 (Homo sapiens), P27695. recombinant APE1, TAMRA/BHQ-2 abasic DNA cleavage fluorescence. Potency, µM (titrated, usually from 65.8 µM), for inactives: at the highest dose activity change, negative = inhibition, actives largely listed as inhibitors;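 note: potency is the fitted concentration of half-maximal effect; plate controls were vehicle for no effect and reference inhibitor for full effect; nearly all actives have a fitted effect of over 55% in size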
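Quantitative HTS: incision of a TAMRA/BHQ-2 double-stranded substrate bearing a tetrahydrofuran abasic site by 0.75 nM APE1 raises fluorescence. Substrate 50 nM final, added after 15 min compound preincubation at room temperature; progress as third-minus-first kinetic read difference.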
POLH inh – qHTS for Inhibitors of Polymerase Eta; DNA polymerase eta (Homo sapiens), Q9Y253; recombinant Pol eta, fluorescent DNA replication assay; AID 588591, 2011; Potency, µM (top dose mostly 114 µM), for the others: top-dose activity change, negative = inhibition, most hits filed as inhibitors; 390,000 tested, 1.2% active; note: potency is the fitted concentration of half-maximal effect; % is set by controls: 0 for no effect and ±100 for the full control effect
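Pol eta (10 nM) was preincubated with compounds for 15 min at room temperature, after which fluorescent replication substrate (50 nM final) was added to start the reaction. Fluorescence was read kinetically at 0 and 10 min.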
RGS4 inh – Inhibitors of Regulator of G Protein Signaling (RGS) 4: qHTS. Regulator of G-protein signaling 4 (Homo sapiens), P49798. Transcreener GDP fluorescence polarization, RGS4-accelerated GTP hydrolysis. Potency, µM (series often up to 114 µM), without a hit: at the highest dose activity change, negative = inhibition, most hits filed as inhibitors. 390,000 tested, 0.039% active. AID 504845, 2011; note: potency is the fitted concentration of half-maximal effect; % is set by controls: 0 for no effect and ±100 for the full control effect; nearly all actives have a fitted effect of over 75% in size; some results filed as inactive show a strong effect at the top dose
Target sequence (P49798 whole entry, looked up): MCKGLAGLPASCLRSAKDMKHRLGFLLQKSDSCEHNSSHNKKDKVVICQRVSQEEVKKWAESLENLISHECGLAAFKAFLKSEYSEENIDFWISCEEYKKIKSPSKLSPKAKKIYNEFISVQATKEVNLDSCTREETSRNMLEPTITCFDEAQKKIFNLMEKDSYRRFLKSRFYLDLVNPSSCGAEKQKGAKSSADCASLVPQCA
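MLSMR compounds (23 nl, pin-transferred) preincubated 10 min at room temperature with a 500nM (2x) first reagent, then RGS4 at 900nM (2x) plus Transcreener GDP mix added; fluorescence polarization (620/688 nm) read before and after 90 min at 30 °C.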
ALOX12 inh – Primary qHTS assay for inhibitors of human arachidonate 12S-lipoxygenase (ALOX12): Round 2 | purified 12hLO, xylenol orange hydroperoxide absorbance | Potency, µM (highest dose often 108 µM), without a hit: at the top dose activity change, negative = inhibition, hits mostly inhibitors | 580,000 tested, 1.1% active | AID 1671190, 2021; note: potency is the fitted concentration of half-maximal effect; % is set by controls: 0 for no effect and ±100 for the full control effect
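Hydroperoxide product was detected by ferrous iron/xylenol orange as the 573 to 405 nm absorbance ratio. Arachidonic acid at 40 uM (final) was turned over for 30 min at room temperature by 150 nM human 12hLO, pH 7.0 Hepes buffer, after 15 min compound preincubation.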
Anesthetic bind – qHTS Assay for Identification of Novel General Anesthetics. Ferritin light chain (Equus caballus), P02791. apoferritin/1-aminoanthracene competitive binding, fluorescence. Potency, µM (titrated, usually from 77.5 µM), for inactives: at the highest dose activity change, negative = displacement, hits mostly inhibitors. 350,000 tested, 0.074% active. AID 485281, 2010; note: potency is the fitted concentration of half-maximal effect; % is set by controls: 0 for no effect and ±100 for the full control effect; nearly all actives have a fitted effect of over 20% in size
Target sequence (P02791 2-175 limits assumed): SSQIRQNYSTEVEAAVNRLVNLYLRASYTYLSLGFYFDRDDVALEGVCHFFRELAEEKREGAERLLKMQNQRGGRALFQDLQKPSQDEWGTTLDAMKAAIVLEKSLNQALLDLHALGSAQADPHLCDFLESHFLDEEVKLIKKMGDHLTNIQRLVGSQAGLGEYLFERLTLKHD
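Horse-spleen apoferritin (10 uM) in 50% saturated 1-aminoanthracene in PBS was incubated 10 min at room temperature with compound. Fluorescence (ex 380, em 535 nm) was normalized to free and bound 1-AMA, with concentration-response fitted by a four-parameter Hill equation.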
LDHA inh – qHTS assay for inhibitors of human lactate dehydrogenase; 480,000 tested, 0.15% active; L-lactate dehydrogenase A chain (Homo sapiens), P00338; purified LDHA, NADH/diaphorase-resazurin fluorescence; stronger effect = lower value; activity change, % (values are at about 110 or 230 µM); in the data active = activity change below about -30%; inconclusive = mostly about -25% to -30%;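 note: plate controls were DMSO wells for no effect and wells without enzyme for full effect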
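Human LDH5 (2 nM) was incubated with 0.06 mM NADH and 0.2 mM pyruvate for 5 min at room temperature in Tris pH 7.4. Remaining NADH was coupled through diaphorase/resazurin, and resorufin fluorescence was read at 0 and 20 min.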
ERG-DNA inh – qHTS for Small Molecule Inhibitors of the ERG Ets/DNA interaction. fluorescence polarization, His-ERG Ets domain / labelled DNA. Potency, µM (highest dose often 76.9 µM), for inactives: top-dose FP activity, negative = inhibition, usual class: inhibitors. Transcriptional regulator ERG (Homo sapiens), P11308. AID 624246, 2012. 370,000 tested, 0.028% active; active = well fitted inhibition curve with a large enough effect in the polarisation, with a control signal flat; inconclusive = small, poorly fitted or top-dose-only effect, or effect the other way, or a change in a side signal; inactive = no such curve, though single readings can be large or run the other way; the % refers to the polarisation;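 note: polarization taken with two DNA probes labelled with fluorescein and Texas red; potency is the fitted concentration of half-maximal effect; % of control where 0% means no effect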
Target sequence (P11308 whole entry, looked up, the tested form may be a part): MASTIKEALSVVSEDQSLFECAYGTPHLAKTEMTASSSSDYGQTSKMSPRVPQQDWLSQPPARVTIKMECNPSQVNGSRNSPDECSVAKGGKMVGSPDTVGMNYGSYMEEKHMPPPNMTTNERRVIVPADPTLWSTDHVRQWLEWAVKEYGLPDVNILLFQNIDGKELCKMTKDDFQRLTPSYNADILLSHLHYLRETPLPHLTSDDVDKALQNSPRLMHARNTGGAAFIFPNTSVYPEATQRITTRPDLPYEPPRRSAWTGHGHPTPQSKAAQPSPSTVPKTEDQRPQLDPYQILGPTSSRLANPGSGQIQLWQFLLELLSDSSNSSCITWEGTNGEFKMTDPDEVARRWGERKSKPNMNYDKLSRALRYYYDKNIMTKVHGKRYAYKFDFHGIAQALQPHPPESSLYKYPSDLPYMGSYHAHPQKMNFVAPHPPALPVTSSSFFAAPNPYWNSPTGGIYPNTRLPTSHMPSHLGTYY
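His-tagged ERG Ets domain (1 uM in the protein solution; 300mM KCl, 50mM Tris-HCl, 1mM EDTA, 1mM DTT, pH 7.5) received compound, then a probe mix of 5 nM fluorescein-DNA and 100nM Texas-615-DNA. Fluorescence polarization was read for both dyes.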
* = called active by the depositor; i = inactive; ? = inconclusive; . = not tested or not shown; & = joins results of further samples; [ ] = another dose, or the depositor's remark. Unless noted, calls come from the whole dose curve; as a rule, active = well fitted curve in the direction sought with a large enough effect; inconclusive = small, poorly fitted or top-dose-only effect, or another doubt; inactive = no such curve, though single readings can be large; an effect the other way counts as inactive or inconclusive. A portion of the library; rates above refer to the full screens.

SMILES	POLB inh	Pol kappa inh	APEX1 inh	POLH inh	RGS4 inh	ALOX12 inh	Anesthetic bind	LDHA inh	ERG-DNA inh
CC(C#N)(Cc1ccccc1)Nc1ccccc1 (centres undefined)	.	-7%	.	-11%	32%	0%	.	-10	-16%
O=C(O)CCC(=O)N1CCN(Cc2ccc3c(c2)OCO3)CC1	21%	1%	22%	-10%	8%	26%	1%	-1	21%
Cc1c(Cc2ccccc2)sc(NC(=O)c2ccco2)c1C(N)=O	0%	-3%	?	-11%	-16%	-27%	50%[activator]	-4	4%
C/C(=N\NC(=O)c1ccc(-c2ccccc2)cc1)c1cccc(N)c1	17%	-4%	1%	1%	17%	i	-24%	-9	3%
C=C(C)CSc1nc(-c2ccccc2)cc(-c2ccc(OC)cc2)c1C#N	-2%	-3%	.	-12%	-41%	-9%	-9%	-12	-5%
Cc1cccc(OCCC(=O)NNC(=O)Cn2nc(C)cc2C)c1	.	-7%	-6%	-9%	12%	-4%	.	-9	-24%
O=C(N/N=C/c1ccccc1)c1ccc2c(c1)OCO2	-2%	-3%	41%	9%	14%	10%	1%	-2	-3%
O=C(Cc1ccc(F)cc1)Nc1ccc(S(=O)(=O)N2CCCCC2)cc1	-4%	-10%	2%	-9%	16%	-4%	-14%	-7	-1%
O=C(C1CCCN1S(=O)(=O)c1cccc2cccnc12)N1CCc2ccccc21 (centres undefined)	-1%	-4%	2%	-12%	-32%	-11%	-19%	-11	0%
COc1ccc(/C=C(/C(=O)N2CCCCC2C(=O)O)c2ccc(OC)c(OC)c2)cc1 (centres undefined)	.	4%	13%	-1%	-5%	-13%	.	-2	10%
O=C1CCCC(O)=C1C(C#Cc1ccccc1)C1=C(O)CCCC1=O	?	-32%	-10%	14%	?	.	-14%	20	-4%
CCC(C(=O)Nc1nc(C)c(C)s1)c1ccccc1 (centres undefined)	5%	-1%	3%	-24%	-16%	-19%	?	1	5%
CCOCCCNS(=O)(=O)c1ccc(OC)c(Cl)c1Cl	0%	-1%	-3%	-6%	-15%	1%	-8%	0	-6%
NC(=O)Cn1nnc(-c2ccc(NC(=O)c3ccc(F)cc3)cc2)n1	-7%	-9%	2%	2%	-2%	-9%	1%	-12	-1%
CCOC(=O)c1cccc(NC(=O)CCc2c(C)nn(-c3ccc(N4CCOCC4)nn3)c2C)c1	7%	0%	.	0%	3%	?	42%[activator]	5&2	-2%
COc1cc(C(c2c(C)[nH][nH]c2=O)c2c(C)[nH][nH]c2=O)cc(Cl)c1O	3%	2%	30%	-9%	0%	?	1%	5	-10%
O=C(COC(=O)c1ccccc1Nc1ccccc1)c1ccccc1	3%	-1%	-7%	-11%	-7%	2%	2%	-3	.
CC(NC(=O)CN1C(=O)NC(c2ccccc2)(c2ccccc2)C1=O)c1cccs1 (centres undefined)	.	0%	-7%	1%	?	-15%	.	-7	5%
COc1ccc(C(=O)OCC(=O)Nc2ccc3[nH]c(=O)[nH]c3c2)c(OC)c1OC	.	-14%	-20%	-9%	0%	1%	.	1	6%
C=CCn1ccc(=NC=C(C#N)C#N)c2ccccc21	2%	-1%	6%	-3%	-10%	261%[activator]	-3%	-6	-1%
COC(=O)[C@H](CC(C)C)NC(=O)CCc1nnc(COc2ccccc2)o1	2%	-3%	11%	1%	-8%	7%	-8%	-6	0%
NC(=O)C[C@@H]1NC(=O)[C@H](CCC(=O)O)NC(=O)c2cc([N+](=O)[O-])cc(I)c2OCC[C@@H](C(N)=O)NC1=O	-21%	?	-10%	35µM*	-2%	.	-6%	3	4%
CC1CCC(NC(=O)CN2C(=O)C3CC=CCC3C2=O)CC1 (centres undefined)	.	8%	2%	-7%	-2%	-5%	.	1	4%
Cc1[nH]c(=O)[nH]c(=O)c1S(=O)(=O)Nc1ccc(Br)cc1F	4%	1%	58%[activator]	-3%	30%	?	-5%	-2	1%
CC(C)Cc1ccc(S(=O)(=O)Nc2ccccn2)cc1	16%	6%	3%	-11%	27%	-2%	-10%	0	-3%
CCOC(=O)C(=CNNc1ccsc1C(=O)OC)C(=O)OCC	-3%	-11%	0%	-16%	-16%	?	1%	-3	1%
CN(C)S(=O)(=O)N(CC(=O)N1CCN(c2ccccc2)CC1)c1ccccc1	2%	1%	-1%	-19%	12%	-8%	-5%	-7	3%
CCCc1nc(SCC(=O)NCc2ccco2)c2c(=O)n(C)c(=O)n(C)c2n1	-21%	-5%	-2%	-5%	-14%	27%	-11%	-9	3%
O=[N+]([O-])c1ccc(N(CC(O)CN2CCCCC2)S(=O)(=O)c2ccccc2)cc1 (centres undefined)	5%	-4%	22%	-18%	-17%	-24%	-9%	-9	0%
COc1ccc(CCNc2c(N)n(Cc3ccccc3)c(=O)[nH]c2=O)cc1OC	3%	-15%	-2%	-2%	-20%	?	0%	-1	1%
O=C(CCCc1ccccc1)N1CCc2ccccc21	0%	-5%[60.1 µM]	6%	-8%	-11%	1%	?	-4	.
CCOc1ccc(NC(=O)C2CCN(S(=O)(=O)c3cccnc3)CC2)cc1	10%	0%	1%	0%	2%	8%	-13%	-2	.
NC(=O)COC(=O)c1cccc(NS(=O)(=O)/C=C/c2ccccc2)c1	28%	-15%	2%	-25%	-5%	-11%	7%	-6	-7%
COCC(C)n1c(SCC(=O)NC2CCCCC2C)nc2ccccc2c1=O (centres undefined)	.	-2%	2%	-1%	14%	-20%	.	-7	-10%
CCOc1ccc(N(CC(=O)NCc2ccc(C)cc2)S(=O)(=O)c2c(C)noc2C)cc1	14%	-6%	.	-25%	6%	-20%	-4%	-9	5%
Cc1ccccc1CN1CCN(C2CCC2)CC1CCO (centres undefined)	19%	-9%	17%	-19%	-17%	?	-3%	-3	5%
COc1ccc(C(=O)Nn2c(C3CCC3)nc3ccccc3c2=O)c(OC)c1	-7%	0%	-1%	-11%	10%	12%	-4%	-3	-2%
COc1ccccc1NS(=O)(=O)c1cc2c3c(c1)CCN3C(=O)CC2	.	-12%	-7%	-1%	13%	-6%	.	-1	-3%
CCc1ccc(OCC(=O)Nc2ccc(N3CCN(C(=O)c4ccccc4)CC3)cc2)cc1	3%	-12%	-4%	-9%	4%	-1%	-5%	-2	-5%
COC(=O)c1cnc(N)s1	.	-13%	.	-12%	-36%	0%	.	-2	-23%
Cc1ccc(NC(=O)CCN2CCCCC2)cc1	1%	-8%	25%	-6%	-17%	5%	-2%	-4	0%
CCC(=O)Nc1cccc(-c2nnc(SCC(=O)c3ccccc3)n2C)c1	18%	-18%	-1%	11%	-25%[56.9 µM]	?	-20%	-1	-9%
O=C(COc1ccc(Cl)cc1Cl)NC1CCSC1=O (centres undefined)	18%	-17%	-3%	-13%	27%	0%	-17%	-4	-1%
